# MLL CXXC-DNA inh – MLL CXXC-DNA interaction inhibition | Q03164 | MLL-CXXC / FITC-HOXA9 DNA fluorescence polarization | Potency, µM (titrated, usually from 115 µM), without a hit: at the top dose activity change, negative = inhibition, usual class: inhibitors | 290,000 tested, 0.037% active; active = well fitted inhibition curve with a large enough effect in the polarisation, with a control signal flat, not every such curve was filed as active; inconclusive = small, poorly fitted or top-dose-only effect, or effect the other way, or a change in a side signal; inactive = no such curve, though single readings can be large or run the other way; the % refers to the polarisation; note: potency is the fitted concentration of half-maximal effect
#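 Fluorescence polarization: 7 uM MLL-CXXC (stock) preincubated 5 min with compounds, then 50 nM fluorescein-HOX-A9 DNA (stock) added; 30 min ambient. Buffer 50 mM Tris-HCl pH 7.5, 50 mM NaCl, 1 mM DTT, 0.05% BSA.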
# BRCA1 expr act – BRCA1 expression activation | MCF7-BRCA1-FFLuc reporter, luminescence, 48 h; response scale: scaled: vehicle 0%, 10 µM genistein 100% | Potency, µM (series often up to 46.1 µM), inactives show at the highest dose activation, usual class: activators | 380,000 tested, 1.1% active; note: potency is the fitted concentration of half-maximal effect; nearly all actives have a fitted effect of over 80% in size; some results filed as inactive show a strong effect at the top dose
#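 Luminescence from a BRCA1-driven firefly luciferase in MCF7 cells was read after 48 h compound exposure at 37 C. Data normalized against DMSO and a 10microM genistein activation control, then curve-fitted across the titration.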
# p53 reactivator – restores transcriptional activity of mutant p53 | H1299 p53-A138V BP100-luciferase reporter, luminescence, 24 h | 320,000 tested, 0.063% active | Potency, µM (doses to about 92.2 µM), for the others: at the top dose activity change, positive = activation, hits mostly activators | AID 504706; note: potency is the fitted concentration of half-maximal effect; % of control where 0% means no effect; nearly all actives have a fitted effect of over 45% in size
#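 p53-null H1299 cells stably carrying temperature-sensitive p53-A138V and a BP100-luciferase reporter were pinned with compounds (4-point, 1:5 series) and held 24 hrs at 37 deg C. Luminescence was read 10 min after detection reagent.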
# AT treatment – potential ataxia-telangiectasia treatments restoring KAP-1 phosphorylation; 320,000 tested, 0.19% active; […] A-T fibroblasts, KAP-1 phosphorylation AlphaLISA; neocarzinostatin DNA damage 30 min before lysis; Potency, µM (top dose mostly 57.5 µM), without a hit: at the top dose activation, most hits filed as activators; AID 485349; note: potency is the fitted concentration of half-maximal effect; % of control where 0% means no effect; nearly all actives have a fitted effect of over 45% in size
#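 hTERT-immortalized A-T patient fibroblasts ([…]), 500 cells/well in OPTI-MEM, 1% FBS, got compounds for 60 min, then NCS for 30 min at 37C. Lysates were then assayed for phospho-KAP-1 by AlphaLISA (anti-pKAP1 donor, anti-KAP1 acceptor beads), 6 hr at 25C.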
# B2AR arrestin – recruits beta-arrestin to the human beta2-adrenergic receptor. P07550. beta-arrestin recruitment to beta2AR, cell-based reporter. Potency, µM (doses to about 46.1 µM), without a hit: top-dose activation, most hits filed as activators. 330,000 tested, 0.02% active. AID 492947;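 note: potency is the fitted concentration of half-maximal effect; 0% = DMSO controls and full agonism = EC100 isoproterenol or metaproterenol; nearly all actives have a fitted effect of over 65% in size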
# Target sequence (P07550 whole entry, looked up): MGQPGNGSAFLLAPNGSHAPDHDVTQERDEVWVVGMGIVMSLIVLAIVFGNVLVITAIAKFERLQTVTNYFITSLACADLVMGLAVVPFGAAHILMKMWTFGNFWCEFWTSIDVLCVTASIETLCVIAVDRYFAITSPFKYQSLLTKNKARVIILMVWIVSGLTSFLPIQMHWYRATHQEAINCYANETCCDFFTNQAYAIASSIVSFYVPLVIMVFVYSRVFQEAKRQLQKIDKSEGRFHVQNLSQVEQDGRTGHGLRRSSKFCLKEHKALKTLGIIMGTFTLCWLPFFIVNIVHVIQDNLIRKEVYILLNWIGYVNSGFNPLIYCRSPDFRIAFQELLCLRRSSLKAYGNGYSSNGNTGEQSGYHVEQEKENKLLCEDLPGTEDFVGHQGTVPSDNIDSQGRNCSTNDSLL
# ELG1 DNA repair – blocks ELG1-dependent DNA repair in HEK293T cells | Potency, µM (highest dose often 46.1 µM), without a hit: at the highest dose activity change, negative = inhibition, most hits filed as inhibitors | AID 504467 | 330,000 tested, 2.3% active | HEK293T ELG1-luciferase reporter, luminescence, 16 h; DNA damage induced by 5-fluorouridine; note: potency is the fitted concentration of half-maximal effect; % is set by controls: 0 for no effect and ±100 for the full control effect; nearly all actives have a fitted effect of over 55% in size
#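 Reporter activity after DNA damage by 5-fluorouridine is monitored. Compound-treated cells incubate 16 hr at 37 °C, then ONE-Glo is added for 30 min before luminescence reading.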
# TRPV1 agonist – human TRPV1 agonism; Q8NER1; TRPV1-expressing cells, Fluo-8 calcium influx, agonist mode; activation, % at 8.33 µM; 320,000 tested, 0.19% active; AID 540275; in the data active = activation above about 80%; inconclusive = between about 30% and that limit; note: 0% is about no effect
#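 Fluo-8 calcium influx in TRPV1-expressing cells, kinetic read (ex 480/em 520 nm). Compound added and read 3 min for agonist activity, followed by capsaicin at EC20 final and 2 min further read for enhancement.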
# PTAP TSG101 blk – blocks PTAP/TSG101 interaction to inhibit HIV-1 budding. 340,000 tested, under 10 active. Potency, µM (series often up to 115 µM), without a hit: at the highest dose activity change, negative = inhibition, hits mostly inhibitors. AID 493005. Fluorescence polarization, FITC-PTAP peptide / Tsg101 binding; active = well fitted inhibition curve with a large enough effect in the main read-out, with a control signal flat, not every such curve was filed as active; inconclusive = small, poorly fitted or top-dose-only effect, or effect the other way, or a change in a side signal; inactive = no such curve, though single readings can be large or run the other way; note: potency is the fitted concentration of half-maximal effect; % of control where 0% means no effect
# Target sequence (Q99816 whole entry, looked up): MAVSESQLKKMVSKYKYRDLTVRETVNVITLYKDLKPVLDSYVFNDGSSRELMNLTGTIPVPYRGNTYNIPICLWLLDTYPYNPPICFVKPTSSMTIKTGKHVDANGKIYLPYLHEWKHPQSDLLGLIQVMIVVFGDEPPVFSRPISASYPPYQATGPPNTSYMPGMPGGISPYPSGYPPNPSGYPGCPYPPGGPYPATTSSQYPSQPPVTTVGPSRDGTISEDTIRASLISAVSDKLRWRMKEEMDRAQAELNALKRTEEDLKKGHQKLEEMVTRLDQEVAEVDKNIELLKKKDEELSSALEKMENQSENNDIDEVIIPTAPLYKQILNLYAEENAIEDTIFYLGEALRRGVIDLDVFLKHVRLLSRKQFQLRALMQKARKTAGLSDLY
#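 Fluorescence polarization binding of Tsg101 binding domain (10 uM final) to FITC-labeled PTAP peptide (50 nM final) in HEPES pH 7.5 buffer with NaCl, Tween 20, EDTA, TCEP. Compounds added before peptide; binding 20 min at RT.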
# Integrin act MD – activators of alpha7 integrin expression for muscular dystrophy. 350,000 tested, 0.064% active. alpha7betagal myoblasts, beta-gal FDG fluorescence, 48 h. Potency, µM (titrated, usually from 38.3 µM), for inactives: at the top dose activation, most hits filed as activators;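 note: potency is the fitted concentration of half-maximal effect; 100% = response of the positive control SU9516; nearly all actives have a fitted effect of over 60% in size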
#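 alpha7betagal+/- myoblasts (passage 13, 250/well) treated 48 h at 37C with compounds at 1:260 dilution of DMSO stock. Lysed, then beta-galactosidase activity read as FDG fluorescence (ex 480/em 540) after 30 min, with pre-read for autofluorescence.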
# TCR act – T cell receptor activation; primary human leukocytes, anti-CD3, IL-2 HTRF, 48 h; Potency, µM (top dose mostly 9.22 µM), for inactives: top-dose activation of IL-2 secretion, most hits filed as activators; 330,000 tested, under 10 active; AID 504894; note: % of control where 0% means no effect
#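 Using a-CD3 beads without co-stimulation, primary human leukocytes were exposed to compounds for 48 hr. An HTRF IL-2 kit measured the cytokine, with europium-to-d2 energy transfer producing emission at 665nm upon 320nm excitation.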
# Active calls of the source: *; ? = inconclusive; / = no result given; [ ] = dose if it differs, or a comment. Unless noted, calls come from the whole dose curve; as a rule, active = well fitted curve in the direction sought with a large enough effect; inconclusive = small, poorly fitted or top-dose-only effect, or another doubt; inactive = no such curve, though single readings can be large; an effect the other way counts as inactive or inconclusive. The order is random, and some 3.8% of all compounds hit somewhere here.
SMILES,MLL CXXC-DNA inh,BRCA1 expr act,p53 reactivator,AT treatment,B2AR arrestin,ELG1 DNA repair,TRPV1 agonist,PTAP TSG101 blk,Integrin act MD,TCR act
CCCCCN1CC(=O)N2[C@@H](Cc3c([nH]c4ccccc34)C2(C)C)C1=O,13%,-7%,-1%,-17%,0.5%,3%,6,1%,14%,-4%
O=C(Nc1ccccc1)C1=C[C@H](c2ccc(Br)cc2)C[C@H](OCc2ccc(CO)cc2)O1,-24%,-19%,9%,9%,0.5%,-21%,3,11%,-14%,-5%
Cc1ccc(NC(=O)Cn2c(=O)c3cccn3c3ccccc32)c(C)c1,10%,4%,-5%,-1%,-0.4%,-6%,0,-2%,-35%,1%
O=Cc1ccccc1OCc1nnsc1Cl,-8%,-8%,2%,2%,-0.1%,-1%,-1,-1%,1%,1%
CC1(CCC(=O)N2CCCC(Nc3ccc(F)cc3)C2)CC1 (configuration not stated),-4%,0%,-10%,-2%,-0.4%,?,?,-4%,-9%,0%
CCCCCCCCNS(=O)(=O)CCNCc1ccccc1OC,/,-29%,/,/,/,/,/,-7%,-19%,-1%
CCOC(=O)c1c(C)[nH]c(C)c1C(=O)COC(=O)CNC(=O)c1ccc(OCC)cc1,9%,-2%,-3%,4%,0.3%,0%,-3,0%,17%,1%
CCCC(C(=O)N(C)CC(=O)Nc1ccc(N2CCOCC2)cc1)c1ccccc1 (configuration not stated),/,-24%,3%,4%,-0.2%,0%,3,-5%,20%,-3%
O=C(NCCN1CCOCC1)c1cc(-c2ccc(Cl)cc2Cl)on1,27%,43%,?,3%,0.4%,?,?,-11%,18%,0%
Cc1ccc2sc(N(CCCN(C)C)C(=O)c3ccc(S(=O)(=O)N(C)Cc4ccccc4)cc3)nc2c1C,/,-94%[inhibitor],-3%,-23%,-0.3%,?,-2,0%,-50%[inhibitor],0%
CC1CCN(C(=O)CSc2ccc(-c3ccc(F)cc3)nn2)CC1,?,12%,2%,0%,0.2%,-5%,28,0%,15%,-9%
O=C(O)CCc1ccc(-c2ccccc2)n1NC(=O)c1ccco1,14%,-2%,3%,0%,-0.2%,-9%,0,0%,0%,-5%
Nc1ncncc1-c1ccccc1Cl,/,-20%,/,/,/,/,/,-6%,8%,0%
CCC(=O)OCCNc1cc(Sc2nccn2C)c2nonc2c1[N+](=O)[O-],14%,-98%[inhibitor],-40%[inhibitor],-7%,-0.4%,-27%,1,-2%,-51%[inhibitor],-5%[46.1 µM]
COC(=O)C(Cc1ccc(O)cc1)NC(=O)C(C)Oc1ccccc1 (configuration not stated),7%,-2%,0%,0%,-0.3%,2%,-4,1%,21%,1%
CC(C)Oc1ccc(S(=O)(=O)N2CCOCC2)cc1NC(=O)Cc1c(F)cccc1Cl,/,-33%,8%,-7%,-0.1%,-24%,?,-2%,6%,-4%
C/C(=N\NC(=O)c1nnn(-c2nonc2N)c1CN(C)c1ccccc1)c1ccccn1,7%,-82%,?,-2%,0.3%,?,27,0%,-40%[inhibitor],-1%
CSc1nnc(-c2ccc(Br)s2)n1C,-2%,54%,0%,5%,-0.3%,15%,-2,-2%,14%,-8%
Cc1ccccc1Nc1nc(N)nc(CSCc2c(C)noc2C)n1,7%,-23%,-2%,27%,-0.3%,-24%,-6,-1%,9%,4%
Cc1ccc(S(=O)(=O)Oc2ccc(/C=C(/NC(=O)c3ccccc3)C(=O)O)cc2)cc1,1%,-5%,6%,1%,0.0%,8%,-2,-3%,13%,-3%
O=C(OCc1ccc(F)cc1)c1cc(S(=O)(=O)N2CCCCC2)ccc1N1CCOCC1,/,-39%,-8%,9%,0.5%,-5%,22,-4%,-17%,-9%
CC(C)OCCCNC(=O)c1ccc2c(=O)n(Cc3ccc4c(c3)OCO4)c(=S)[nH]c2c1,0%,-9%,-3%,1%,0.1%,?,-3,-2%,?,-2%
CC(=O)Nc1ccc(C(=O)COC(=O)c2cccs2)c(F)c1,/,14µM*,?,5%,0.9%,?,-6,-3%,12%,-2%
COc1nc(C)nc(C)c1Oc1ccc(Cl)cc1Cl,-5%,17%,-3%,-4%,-0.4%,-4%,9,-4%,7%,2%
C=CCN(c1ccccc1OC)S(=O)(=O)c1cccc(C(=O)OC2CCOC2=O)c1 (configuration not stated),/,-31%,-2%,12%,-1.1%,15%,/,-1%,-18%,4%[46.1 µM]
SMILES,MLL CXXC-DNA inh,BRCA1 expr act,p53 reactivator,AT treatment,B2AR arrestin,ELG1 DNA repair,TRPV1 agonist,PTAP TSG101 blk,Integrin act MD,TCR act
Cn1c2ccccc2c2cc(C(=O)N3CCN(CCO)CC3)sc21,4%,-23%,4%,4%,0.0%,?,3,-10%,20%,-3%
CC(CC(=O)N(CCC1=CCCCC1)c1c(N)n(Cc2ccccc2)c(=O)[nH]c1=O)c1ccccc1 (configuration not stated),/,0%,-3%,0%,-0.9%,-14%,6,1%,15%,-26%
CCc1cccc(Nc2cc(C)nc3ncnn23)c1,8%,-18%,-6%,8%,-0.7%,?,-3,-3%,0%,-2%
CCC(CC)c1ncc[nH]1,-2%,-2%,-3%,-1%,2.9%,3%,0,-2%,-8%,2%
S=c1[nH]nc(COc2ccccc2)n1/N=C/c1cccnc1,5%,-37%,-6%,-5%,-2.4%,-1%,4,-1%,0%,-8%[46.1 µM]
Cn1cccc1C(=O)OCC(=O)NNC(=O)c1ccc([N+](=O)[O-])cc1,/,0%,19%,1%,-1.1%,10%,/,1%,0%,0%
CCC(=O)c1cc(F)c(N2CCN(C(=O)Cc3ccccc3)CC2)cc1C,-4%,-27%,-4%,-17%,-0.2%,?,91*,-2%,-19%,3%
O=c1c2ccccc2nc(SCc2nc(-c3ccccc3)no2)n1-c1ccc(F)cc1,10%,-24%,3%,4%,0.3%,2%,-3,0%,15%,6%
O=C(Cc1ccccc1)NC(=S)Nc1ccc(OC(F)F)cc1,3%,21%,/,0%,-0.9%,15%,?,0%,-19%,4%
Cc1ccc(C(=O)Nc2ccncc2)cc1[N+](=O)[O-],-6%,3%,-1%,-1%,-0.3%,-11%,?,-1%,-12%,1%
CCOC(=O)c1ccc(N2C(=O)c3n[nH]c(C)c3C2c2cccnc2)cc1 (configuration not stated),2%,-4%,-10%,5%,-1.1%,-17%,4,-10%,-23%,0%
CCCOC(=O)Nc1cc(OC)ccc1[N+](=O)[O-],2%,-25%,2%,-2%,-0.1%,23%,0,-4%,?,-1%
O=C(c1ccc(N2CCCCC2)c([N+](=O)[O-])c1)N(c1ccccn1)c1ccccn1,-2%,-7%,-3%,-3%,-0.2%,-14%,-2,-1%,22%,3%
CCOC(=O)CSc1nc2c(sc(=S)n2-c2ccc(OCC)cc2)c(=O)[nH]1,27%,-8%,15%,-7%,0.3%,21µM*,-8,0%,-5%,-2%
CN(C(=O)c1cccc(NC(=O)C2CCCN(C(=O)OC(C)(C)C)C2)c1)C1CCCC1 (configuration not stated),/,-36%,-1%,3%,0.0%,?,/,-7%,-7%,8%
CC(C)C12CN3CC(C(C)C)(CN(C1)C3c1ccccc1O)C2=O (configuration not stated),6%,0%,-1%,4%,-0.7%,?,0,-2%,8%,0%
O=[N+]([O-])CC(c1ccccc1)P(=O)(c1ccccc1)c1ccccc1 (configuration not stated),0%,-9%,-6%,3%,-0.5%,1%,-9,-1%,-6%,5%
CN(/C=C/C(=O)C(F)(F)F)Cc1ccccc1,7%,1%,-3%,3%,0.1%,-4%,20,-12%,?,-4%
CCc1nnc(NC(=O)c2cc(-c3ccccn3)nc3ccc(Br)cc23)s1,?,-47%,-11%,-3%,0.1%,-3%,3,-1%,?,-4%
Cc1cccc(CSc2nc3c(cc2C#N)CCC3)c1,8%,27%,6%,1%,0.2%,?,1,-6%,-10%,1%[46.1 µM]
COc1ccc2c(c1)C(=NNC(=O)c1ccccn1)c1cc(OC)ccc1-2,21%,-6%,-50%[inhibitor],-6%,0.1%,?,5,0%,-27%,6%[46.1 µM]
Oc1c(CN2CCCCC2)ccc2cccnc12,/,-83%,/,/,/,/,/,-8%,-61%[inhibitor],-1%
COc1ccc(CCC(C)NC(=O)CCc2ccccc2)c(OC)c1 (configuration not stated),-3%,-16%,-4%,-4%,0.3%,7%,5,-10%,-19%,-6%
COC(=O)C1=C(C)NC(C)=C(C(=O)OC)C1c1cc2cc(C)ccc2[nH]c1=O,10%,-26%,-11%,0%,0.0%,18%,-2,-4%,5%,-6%

# An excerpt of these results, with values under each structure.
# Results follow in this order: MLL CXXC-DNA inh, BRCA1 expr act, p53 reactivator, AT treatment, B2AR arrestin, ELG1 DNA repair, TRPV1 agonist, PTAP TSG101 blk, Integrin act MD, TCR act
- CN(/C=C/C(=O)C(F)(F)F)Cc1ccccc1
→ 7%, 1%, -3%, 3%, 0.1%, -4%, 20, -12%, ?, -4%
- CCCOC(=O)Nc1cc(OC)ccc1[N+](=O)[O-]
→ 2%, -25%, 2%, -2%, -0.1%, 23%, 0, -4%, ?, -1%

# Screening data (PubChem)
